Compound activity deposited in PubChem by National Center for Advancing Translational Sciences (NCATS).
Lipid storage S3: qHTS Assay for Lipid Storage Modulators in Drosophila S3 Cells; Drosophila S3 cells, BODIPY lipid droplet fluorescence, 18-24 h; cells fed with added oleic acid; Potency in µM for hits, for the others lipid storage change, negative = inhibition, % at the top dose, mostly 46.1 µM; 0.64% of 320,000 active; AID 2685; active means well fitted inhibition curve with a large enough effect in the signal ratio, with a control signal flat, not every such curve was filed as active; inconclusive means small, poorly fitted or top-dose-only effect, or effect the other way, or a change in a side signal; the % refers to the signal ratio
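Drosophila S3 cells loaded with oleic acid (400 uM, as added) and compounds at several concentrations; lipid droplets imaged by 488-nm laser-scanning cytometry, 500–530 nm intensity and object ratio to cell channel. Percent activity normalized to 20 uM Triacsin C.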
Lipid storage S3 cell count max: recorded beside Lipid storage S3, whose call it bears; cell number change, %; measured here: cell count max response;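 cells counted by Cell Tracker Red CMTPX staining in the red channel; peak over a dose series mostly up to 46.1 µM; percent activity relative to internal control wells on each plate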
* hit, by the source's call; i = inactive; ? = inconclusive; . = not tested or not shown. On the % scale 0 is the no-effect control and ±100 the full control effect; potency means the concentration at half of the fitted maximal effect.

Screens in order: Lipid storage S3 | Lipid storage S3 cell count max
COc1ccc2c(c1)CC(C(=O)Nc1ccc(Cl)cc1)/C(=N/O)O2 (stereo unspecified)
→ ? | .
CCOc1ccccc1N1CCN(CC(=O)Nc2nc(C)c(C(=O)N(C)C)s2)CC1
→ ? | .
Cn1c(SCC(=O)Nc2cc(=O)n(C)c(=O)n2C)nnc1C12CC3CC(CC(C3)C1)C2
→ 7.7% | 0.7
Cc1ccc2[nH]c3c(N4CCc5ccccc5C4)ncnc3c2c1
→ ? | .
COc1ccc(CNC(=O)Nc2ccc(C)cc2)cc1
→ i | -10.8
COc1cccc(NC(=S)NC(C)c2ccc(OC)c(OC)c2)c1 (stereo unspecified)
→ ? | .
Clc1ccc(/C=N/N2CCN(Cc3ccccc3)CC2)cc1
→ -10.6% | -9.3
COc1ccc(CN(C)CC(=O)Nc2ccccc2-c2ccccc2)c(OC)c1
→ ? | .
S=C(NCC1CCCO1)Nc1ccc(Cl)cc1 (stereo unspecified)
→ 2.3% | -8.8
Cc1ccc(CN(C)C(=O)c2cccc(S(=O)(=O)N3CCCC3)c2)cc1
→ ? | .
N#CCC1c2ccccc2CCN1C(=O)Nc1ccc(Cl)cc1 (stereo unspecified)
→ i | .
Cc1ccc(Cl)cc1NC(=O)CCCN1C(=O)c2cccnc2C1=O
→ i | 38.9
CCOCCCn1c(=N)c(C(=O)NCCN2CCOCC2)cc2c(=O)n3cccc(C)c3nc21
→ 1.8% | 11.5
O=C(CN1C(=O)C2C3C=CC(C3)C2C1=O)NCc1ccco1 (stereo unspecified)
→ -6.4% | 4.7
Cc1cccn2c(=O)c(/C=C(\C#N)C(=O)NCc3ccccc3)c(N3CCC(C(N)=O)CC3)nc12
→ 9.4% | -1.3

(further entries)
Screens in order: Lipid storage S3 | Lipid storage S3 cell count max
O=C1c2ccccc2NC(c2ccc(-c3cccc([N+](=O)[O-])c3)o2)N1O (stereo unspecified)
→ ? | .
COc1ccccc1C1C(C(=O)c2cc3ccccc3o2)=C(O)C(=O)N1CCN1CCOCC1 (stereo unspecified)
→ ? | .
O=C(CSc1ccc2nnc(-c3ccncc3)n2n1)NCc1ccco1
→ ? | .
CS(=O)(=O)N(CCc1ccccc1)CC(=O)NCC1CCCO1 (stereo unspecified)
→ ? | .
O=C(CCC(=O)N1CCN(c2cccc(Cl)c2)CC1)c1cccs1
→ ? | .
CCC(C)NC(=O)c1ccc(CS(=O)(=O)c2ccc(OC)cc2)o1 (stereo unspecified)
→ ? | .
O=C(c1ccc(NS(=O)(=O)c2ccc(F)cc2)cc1)N1CCC1
→ ? | .
COc1cc(NC(=O)c2cc([N+](=O)[O-])ccc2Br)ccc1NC(=O)c1ccco1
→ ? | .
CCc1ccc(NC(=O)Cn2nnc(C(=O)NCCc3ccc(OC)c(OC)c3)c2N)cc1
→ 8.4% | 14.8
CC(NC(=O)CCNC(=O)c1ccccc1Cl)c1ccc(-n2ccnc2)cc1 (stereo unspecified)
→ i | -7.6
O=C(NCC1CCCO1)c1ccccc1OCc1ccc(F)cc1 (stereo unspecified)
→ ? | .
Cc1cccc(C2=NOC(=O)/C2=C\c2ccccc2F)c1
→ ? | .
CC(C)(C)OC(=O)N1CCC(C(=O)NNC(=O)c2ccc(Cl)cc2Cl)CC1
→ ? | .
COc1ccc(S(=O)(=O)N2CCN(CC(=O)c3ccc(O)c(O)c3)CC2)cc1
→ ? | .
CCOc1ccccc1-c1nc(CN(Cc2cnn(C)c2)C(C)C)c(C)o1
→ ? | .

Going on with the list:
Screens in order: Lipid storage S3 | Lipid storage S3 cell count max
CC(=O)c1ccc(NC(=O)c2ccc(C)c(Br)c2)cc1
→ ? | .
CN1CCN(C(=O)C2CC(=O)N(c3ccc(F)c(Cl)c3)C2)CC1 (stereo unspecified)
→ ? | .
CN(CC(=O)Nc1c(F)cccc1F)Cc1cccs1
→ ? | .
CC(=O)c1c(C)[nH]c(C(=O)COC(=O)c2ccc3c(=O)n4c(nc3c2)CCC4)c1C
→ 6.5% | 18.8
Cc1ccc(NS(=O)(=O)c2cccc3nsnc23)cc1
→ 0.3% | 9.0
CCc1ccc(NC(=O)c2cc(S(=O)(=O)N3CCc4ccccc43)cn2C)cc1
→ ? | .
O=[N+]([O-])c1ccc(N2CCN(Cc3ccccc3)CC2)nc1
→ -23.6% | .
COc1ccccc1C(=O)Nc1ccc2c(c1)nc1n2CCSC1
→ ? | .
COCCCNc1nc2nonc2nc1NCCSC
→ ? | .
Cc1ccc(NC(=O)NC2CCCCC2)c(C)c1
→ ? | .
Cc1cc(C)c(C(=O)COC(=O)c2nn(C)c(=O)c3ccccc23)cc1C
→ ? | .
COc1ccccc1NC(=O)CC1C(=O)Nc2ccccc2N1C(=O)c1ccccc1 (stereo unspecified)
→ -3.7% | 5.1
CN(C)C=NCCn1c(N2CCOCC2)nc2c1c(=O)n(C)c(=O)n2C
→ ? | .
CCn1c(CSCc2ccc(C)cc2)nnc1SCC(=O)N1CCN(c2ccccc2)CC1
→ ? | .
NC(=O)C1CCN(C(=O)c2ccc(-c3ccccc3)cc2)CC1
→ i | .

Record cards, from the list above. Order of screens: Lipid storage S3	Lipid storage S3 cell count max
Cc1cccn2c(=O)c(/C=C(\C#N)C(=O)NCc3ccccc3)c(N3CCC(C(N)=O)CC3)nc12 is entered as 9.4%	-1.3
O=C(c1ccc(NS(=O)(=O)c2ccc(F)cc2)cc1)N1CCC1 is entered as ?	.

Following part.
Screens in order: Lipid storage S3 | Lipid storage S3 cell count max
CCCn1c(-c2cccnc2Cl)nc2cc(Cl)c(Cl)cc21
→ ? | .
CC(CN1CCCCC1)OC(=O)CCc1ccccc1 (stereo unspecified)
→ -0.4% | -11.2
COc1ccc(CCNC(=O)C(C)OC(=O)c2nsc(Cl)c2Cl)cc1OC (stereo unspecified)
→ ? | .
Cc1cccc(N2CCN(C(=O)COc3cc(=O)n(C)c4ccccc34)CC2)c1C
→ -12.8% | -12.4
CCOc1ccccc1C(=O)OCC(=O)Nc1nnc(-c2ccccc2)o1
→ ? | .
N/C(=N\OC(=O)Cc1ccc(-c2ccccc2)cc1)c1ccncc1
→ ? | .
Cc1ccc(C(=O)Nc2cccc(C(F)(F)F)c2)cc1NC(=O)c1nccnc1N
→ -14.7% | -18.4
CCc1ncc(CN2CCCC(C(=O)Nc3ccc(-c4cscn4)cc3)C2)cn1 (stereo unspecified)
→ ? | .
COc1ccc(OC)c(/C=N/NC(=O)c2c(C)nc3ccc(C)cn23)c1
→ ? | .
COC(=O)/C(=C1/Oc2ccc(C(C)(C)C)cc2S1)C(F)(F)F
→ ? | .
Cc1cc(C)c(C(=O)OCC(=O)NC(=O)c2ccccc2)c(C)c1
→ -3.0% | .
O=C(CSc1nc2c(c(=O)n1-c1ccc(Cl)cc1)SCC2)N1CCOCC1
→ i | .
O=C(Nc1ccc2c(c1)OCO2)c1c[nH]c(=O)n(-c2ccc(F)cc2)c1=O
→ 17.0% | 9.5
CC1(C)CC(=O)C=C(Nc2ccc(F)cc2)C1
→ i | .
O=C(CN1C(=O)/C(=C\c2ccccc2F)SC1=S)Nc1nc2ccccc2s1
→ 11.1% | 8.3

Continued; it opens with the 3 that closed the last part.
Screens in order: Lipid storage S3 | Lipid storage S3 cell count max
O=C(Nc1ccc2c(c1)OCO2)c1c[nH]c(=O)n(-c2ccc(F)cc2)c1=O
→ 17.0% | 9.5
CC1(C)CC(=O)C=C(Nc2ccc(F)cc2)C1
→ i | .
O=C(CN1C(=O)/C(=C\c2ccccc2F)SC1=S)Nc1nc2ccccc2s1
→ 11.1% | 8.3
CCOc1ccccc1/C=N/NC(=O)c1cccc(S(=O)(=O)N(CC)CC)c1
→ -9.4% | 11.6
CCN(CC)C(=O)Cn1cc(S(=O)(=O)CC(=O)NCCc2ccccc2)c2ccccc21
→ -2.5% | 23.8
CCOc1ccccc1NC(=O)C1CCN(S(=O)(=O)c2ccc(OC)c(OC)c2)CC1
→ 11.6% | -25.3
O=C(NCC1CCCO1)c1ccc2c(c1)C(=O)N(c1cccc([N+](=O)[O-])c1)C2=O (stereo unspecified)
→ 0.82µM* | -9.5*
CN(C)/C=N/C(=S)Nc1ccc(Br)cc1F
→ ? | .
Cc1cc(C(=O)COc2ccccc2C#N)c(C)n1C1CC1
→ ? | .
Cc1cc2ccccn2c1C(=O)Nc1ccc(Cl)cc1
→ ? | .
O=C(CN1C(=O)NC2(CCCC2)C1=O)NNC(=O)c1ccc(Cl)cc1
→ ? | .
COc1ccccc1CN(C)C(=O)CNC(=O)c1cccc(Cl)c1
→ ? | .
O=C(c1cc2ccccc2c(=O)o1)N1CCc2ccccc2C1
→ ? | .
Cc1ccc(S(=O)(=O)NCCN2CCOCC2)cc1
→ ? | .
O=C(O)c1ccc2c(c1)C(=O)N(c1ccc(Cl)cn1)C2=O
→ ? | .
CCSC1(SCC)N=C(N)C2(C#N)C(c3ccc(OC)c(OC)c3OC)C12C#N (stereo unspecified)
→ ? | .
COc1cc(CC(=O)OCC(=O)Nc2cc([N+](=O)[O-])ccc2F)cc(OC)c1OC
→ 6.8% | -2.1
Cc1ccc2c(C)c(C(=O)N3CCCCC3CO)oc2c1C (stereo unspecified)
→ ? | .

Remaining list, next part.
Screens in order: Lipid storage S3 | Lipid storage S3 cell count max
O=C(Nc1ccccc1)c1ccc(N2CCN(c3ccccn3)CC2)c(S(=O)(=O)N2CCOCC2)c1
→ ? | .
COc1ccc(Nc2cc(C(=O)NCCCN3CCN(C)CC3)c3ccccc3n2)cc1OC
→ ? | .
Cc1oc(-c2ccc(-c3ccccc3)cc2)nc1CN1CCN(CC(=O)N(C)C)CC1
→ 11.4% | 16.6
COc1cccc(CN(C)CC(=O)NCc2ccccc2Cl)c1OC
→ 7.8% | -1.7
CCN(CC)c1ccc(N=Cc2ccc([N+](=O)[O-])o2)cc1
→ ? | .
COc1ccc([C@H]2CC(=O)C=C(c3ccc(-c4ccccc4)cc3)C2)cc1OC
→ ? | .
CCOC(=O)/C=c1\s/c(=C\c2ccc3cc(OC)ccc3c2)c(=O)n1CC(=O)NCc1ccc2c(c1)OCO2
→ ? | .
O=C1C2CCC(C(O)C2)N1Cc1ccccc1 (stereo unspecified)
→ -1.5% | -13.2
CCOC(=O)CN(C(=O)CSc1nnc2c(n1)[nH]c1c(C)cc(C)cc12)c1ccccc1
→ ? | .
COc1ccc(NC(=O)c2ccco2)cc1NC(=O)c1cccnc1
→ ? | .
O=C(CNC(=O)/C=C/c1ccco1)N=Nc1c(O)[nH]c2ccccc12
→ ? | .
N#Cc1cc2c(=O)n3ccccc3nc2n(CCCn2ccnc2)c1=N
→ ? | .
COCCN(C(=O)CSc1nnc(C)n1Cc1ccccc1)c1c(N)n(CC(C)C)c(=O)[nH]c1=O
→ ? | .
Cc1csc(=O)n1CC(=O)OCC(=O)NNC(=O)c1ccc([N+](=O)[O-])cc1
→ 20.2% | .
CC1CN(C(=O)c2cccc(S(=O)(=O)Nc3ccccc3Cl)c2)CC(C)O1 (stereo unspecified)
→ -2.9% | .

The list goes on.
Screens in order: Lipid storage S3 | Lipid storage S3 cell count max
CC(C)NC(=O)NC(=O)COc1ccc(Br)cc1Br
→ 13.9% | -20.2
CCCC(=O)Nc1ccc2c(c1)COC2=O
→ -13.1% | -10.0
COc1ccccc1N(CC(=O)Nc1ccccc1C(=O)NC(C)C)S(C)(=O)=O
→ ? | .
O=S(=O)(NCc1ccc(Cl)cc1)c1ccc(Cl)nc1
→ 13.2% | 22.2
Cc1c(OCC(F)(F)F)ccnc1CSc1nc2ccccc2[nH]1
→ -20.0% | -8.9
Cn1c2ccccc2c2nnc(SCC(=O)NC3CCCC3)nc21
→ i | -23.7
O=C(Cn1cnc2ccccc21)Nc1ccc(C(=O)O)cc1
→ i | -23.7
Cc1cc(Nc2ccccc2F)n2ncnc2n1
→ ? | .
COc1ccc(S(=O)(=O)N2CCc3ccccc32)cc1[N+](=O)[O-]
→ 1.8% | 7.8
O=C(Nc1ccc(Cl)cc1-c1nc2ccccc2s1)c1ccco1
→ ? | .
O=C(Cc1ccc(S(=O)(=O)N2CCOCC2)s1)N1CCN(S(=O)(=O)c2cccc([N+](=O)[O-])c2)CC1
→ ? | .
CCc1ccc(OCCNC(=O)c2ccco2)cc1
→ ? | .
COc1ccc(-c2oc(/N=C/N3CCCC3)c(C#N)c2-c2ccc(OC)cc2)cc1
→ ? | .
Cc1ccc(S(=O)(=O)N(CC(=O)Nc2ccc(Cl)c([N+](=O)[O-])c2)C2CCCCC2)cc1
→ ? | .
COc1cc2ccccc2cc1C(=O)NC(=S)Nc1nnn(C)n1
→ i | .

(listing goes on)
Screens in order: Lipid storage S3 | Lipid storage S3 cell count max
COc1ccc(CN(C)C(=O)CNC(=O)CNC(=O)c2ccc(Cl)cc2Cl)cc1F
→ ? | .
O=C1NC(=Nc2cccc(Cl)c2)SC1Cc1cccc(Cl)c1Cl (stereo unspecified)
→ 21.2% | .
NC(N)=N/N=C/c1ccc(Br)cc1
→ ? | .
Cc1ccccc1NC(=O)c1nc[nH]c1C(=O)NCc1ccccc1
→ ? | .
Cc1cc(C)cc(OCC(=O)NNC(=O)CN2C(=O)c3ccccc3C2=O)c1
→ ? | .
C/C(Cl)=C/CSc1nnc2n(N)c(=O)c3ccccc3n12
→ -1.4% | -5.1
Cc1cccc(NC(=O)Cn2cc([N+](=O)[O-])cn2)n1
→ -5.9% | -7.2
Cc1ccc(SCCNC(=O)c2ccc(C)c(S(=O)(=O)Nc3cccc(C)c3)c2)cc1
→ ? | .
CCc1cc2cc3c(cc2nc1SCC(=O)Nc1nccs1)OCO3
→ 9.9% | 5.8
CC(C)C[C@H](NC(=O)N1CC(=O)Nc2ccccc21)C(=O)N[C@H](Cc1ccccc1)C(=O)O
→ ? | .

Some of the compounds tested; count on the stated rates, not on these rows.
